Compound activity (PubChem BioAssay)
mIAP inh = blocks mouse intestinal alkaline phosphatase; 330,000 tested, 0.2% active; purified mouse IAP, CDP-Star luminescence, 30 min; inhibition, % at 10 µM; AID 2806;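 active = inhibition of at least 40% at 10 µM in the primary screen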;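 also: plate controls were DMSO with enzyme for no effect and no enzyme wells for full effect; values of inactives mirror those of a sister screen read the other way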
MPTP inh = blocks calcium-induced mitochondrial swelling; 360,000 tested, 1.4% active; isolated mouse mitochondria, Ca2+ swelling absorbance, 30 min; inhibition, % at 10 µM;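 active = inhibition of 50% or more, scaled per plate between neutral and stimulator controls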;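 also: 0% = DMSO wells given calcium and 100% = 1 mM EGTA wells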
beta cell repl = inducers of beta-cell replication in MIN6 cells; proliferation, % at 10 µM; MIN6 cells proliferation, ATPlite luminescence, 48 h; cells starved in 0.2% serum; 100% = growth in 10% serum; 330,000 tested, 0.29% active; AID 2380;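 active = compounds whose signal lies at least 3.5 SD above the mean of all wells on their plate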;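 also: 0% = DMSO-treated cells in low-serum medium and 100% = 10% serum control; some compounds called inactive have numbers as strong as hits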
ATG4B inh = blocks human ATG4B protease cleavage of LC3 substrate; 340,000 tested, 0.51% active; AID 504462; inhibition, % at 8.33 µM; ATG4B cleavage of LC3-PLA2, NBD-HPC fluorescence, 1 h; in the data active = inhibition above about 40%
Target sequence (Q9Y4P1 whole entry, looked up): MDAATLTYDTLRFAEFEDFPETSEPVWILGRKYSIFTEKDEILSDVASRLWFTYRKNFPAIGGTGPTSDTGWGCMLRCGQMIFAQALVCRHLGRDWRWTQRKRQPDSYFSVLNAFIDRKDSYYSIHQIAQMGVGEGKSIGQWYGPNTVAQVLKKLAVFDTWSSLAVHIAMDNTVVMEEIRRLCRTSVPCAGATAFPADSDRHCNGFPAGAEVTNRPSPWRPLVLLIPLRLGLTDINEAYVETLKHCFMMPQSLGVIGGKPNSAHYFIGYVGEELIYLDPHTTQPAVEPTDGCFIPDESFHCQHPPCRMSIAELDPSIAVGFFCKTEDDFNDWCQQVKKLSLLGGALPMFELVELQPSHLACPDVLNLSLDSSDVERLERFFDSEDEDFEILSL
APOBEC3A inh = human APOBEC3A DNA deaminase inhibition | 330,000 tested, 0.41% active | recombinant A3A, FAM/TAMRA ssDNA deamination fluorescence | P31941 | inhibition, % at 20 µM;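 active = at least 40% inhibition at 20 µM here, with at most 30% in a related deaminase screen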;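 also: plate controls were A3A with DMSO for no effect and wells lacking A3A enzyme for full effect; some results filed as inactive read as strong as hits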
Target sequence (P31941 whole entry, looked up): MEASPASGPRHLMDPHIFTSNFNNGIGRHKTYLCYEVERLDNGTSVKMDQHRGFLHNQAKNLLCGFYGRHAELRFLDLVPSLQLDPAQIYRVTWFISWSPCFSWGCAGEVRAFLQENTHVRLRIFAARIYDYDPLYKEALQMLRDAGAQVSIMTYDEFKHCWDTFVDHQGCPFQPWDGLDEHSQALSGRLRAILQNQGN
mIAP activ = increases mouse intestinal alkaline phosphatase activity | muIAP, CDP-Star luminescence, 30 min; active compounds read high; 1 = vehicle-only enzyme signal, 0 = enzyme-free wells | activation factor at 10 µM | 330,000 tested, 0.24% active | AID 2805;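 active = activation factor of at least 2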; also: the source names both 10 and 20 µM as test concentration; values of inactives mirror those of a sister screen read the other way
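Assay system: mouse IAP enzyme / Compound: DMSO-dissolved test compounds / Timing: 30 min, room temperature / Measured by: luminescence from enzymatic CDP-Star hydrolysis / Control set: DMSO-only wells, enzyme-free buffer wells as negative control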
A3G deaminase = inhibitors of human APOBEC3G DNA deaminase; Q9HC16; recombinant A3G, ssDNA deamination FAM/TAMRA fluorescence; inhibition, % at 20 µM; 330,000 tested, 0.28% active;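 active = inhibition of at least 40% at 20 µM, with no more than 30% in the related APOBEC3A deaminase screen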;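 also: plate controls were DMSO wells with A3G for no effect and wells lacking A3G enzyme for full effect; some compounds called inactive have numbers as strong as hits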
Target sequence (Q9HC16 whole entry, looked up): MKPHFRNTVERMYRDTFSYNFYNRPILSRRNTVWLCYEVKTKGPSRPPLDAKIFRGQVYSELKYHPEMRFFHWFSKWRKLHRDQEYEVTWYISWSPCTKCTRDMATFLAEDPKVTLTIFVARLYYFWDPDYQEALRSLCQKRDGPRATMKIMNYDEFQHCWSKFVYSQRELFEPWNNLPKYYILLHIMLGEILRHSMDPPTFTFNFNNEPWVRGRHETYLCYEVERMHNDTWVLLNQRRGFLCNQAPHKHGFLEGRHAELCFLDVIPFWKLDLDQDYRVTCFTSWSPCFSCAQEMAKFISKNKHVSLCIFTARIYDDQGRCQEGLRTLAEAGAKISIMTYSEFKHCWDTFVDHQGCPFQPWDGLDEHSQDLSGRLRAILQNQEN
hIAP inh = blocks human intestinal alkaline phosphatase. purified IAP, CDP-Star luminescence, 30 min. 330,000 tested, 0.12% active. inhibition, % at 10 µM;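 active = inhibition reaching a set limit with compound at 10 µM in the primary screen, cut at about 35% in these data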;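 also: plate controls were DMSO wells with enzyme for no effect and no-enzyme buffer wells for full effect; values of inactives mirror those of a sister screen read the other way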
hIAP activ = human IAP activation; activation factor at 10 µM; AID 2524; 330,000 tested, 0.16% active; purified human IAP, CDP-Star luminescence, 30 min; active compounds read high; 1 = vehicle-only enzyme, 0 = enzyme-free background;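 active = activation factor of the enzyme at least 2-fold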; also: the source names both 10 and 20 µM as test concentration; values of inactives mirror those of a sister screen read the other way
* = called active by the depositor; . = no result given.

SMILES	mIAP inh	MPTP inh	beta cell repl	ATG4B inh	APOBEC3A inh	mIAP activ	A3G deaminase	hIAP inh	hIAP activ
COc1ccccc1CNC(=O)C(NC(=O)c1ccc(C)cc1)C(C)C (configuration not stated)	13	-0.4	1	-7	0	0.87	-7	-5	1.1
COc1ccc(S(=O)(=O)N(CC(=O)NCCSc2ccccn2)c2ccccc2)cc1	4	0.3	-2	-5	-1	0.96	-8	-3	1
Cc1ccc(NC(=O)CSc2nnc(Cc3csc(C)n3)o2)c(C)c1	-4	0.3	-4	-4	-3	1	-5	-13	1.1
COCCN(C(=O)CCC(=O)Nc1cc(C)on1)C(C(=O)NC(C)(C)C)c1ccccc1Cl (configuration not stated)	-10	1.0	0	-1	-1	1.1	-7	8	0.92
COc1ccc(NS(=O)(=O)c2ccc3oc(=O)ccc3c2)cc1	-3	2.7	-1	5	3	1	-3	-16	1.2
Cc1cc2oc(=O)c(CC(=O)NCCCO)c(C)c2c2occ(C(C)(C)C)c12	5	-1.8	-4	-12	5	0.95	-1	13	0.87
O=C(Nc1ccccc1)N(CCc1nc2ccccc2[nH]1)C1CCCC1	-8	-0.4	-3	3	-4	1.1	-7	-12	1.1
Cc1cc(C)cc(NC(=O)NCc2c(-c3ccccc3)noc2C)c1	-370	26	1	17	0	4.7*	0	-4	1
C=CCc1c(C)c(C#N)c2nc3ccccc3n2c1N1CCCCC1	-7	11	-1	-7	0	1.1	2	-22	1.2
CCOc1ccc(OCCC(=O)N(CCC(C)C)c2c(N)n(Cc3ccccc3)c(=O)[nH]c2=O)cc1	-3	0.1	-3	-6	-1	1	-7	-4	1
COc1cc(C)nc(N2CCCC(C(=O)Nc3cccc(Cl)c3Cl)C2)n1 (configuration not stated)	-4	0.4	-2	-11	4	1	18	13	0.87
CN(C(=O)COC(=O)C12CC3CC(CC(Cl)(C3)C1)C2)C1(C#N)CCCCC1	-1	-0.8	0	2	0	1	-5	5	0.95
NC(=O)c1cc2ccccc2o/c1=N/NC(=O)c1cccc(Cl)c1	-1	0.1	0	4	-6	1	-7	13	0.87
COc1nc(C#N)nc(N(C)C)n1	1	1.8	-3	-4	-5	0.99	-7	-26	1.3
O=C(c1cc(COc2ccc(F)cc2Cl)on1)N1CCCC(OCc2cccnc2)C1 (configuration not stated)	-12	4.8	3	-2	-3	1.1	2	-8	1.1
Cc1onc(-c2ccccc2Cl)c1C(=O)Nc1ccccc1N1CCOCC1	0	1.8	5	2	0	0.99	-1	16	0.84
O=C(NCCCN1CCCC1=O)c1ccc(OC(F)(F)F)cc1	1	-2.4	0	0	7	0.99	12	-12	1.1
COc1ccccc1C(=O)NCCn1cc(SCC(=O)NCc2ccco2)c2ccccc21	1	-0.1	-1	0	-4	0.99	-5	7	0.93
COCCCn1cnc2c(c1=O)c1nc3ccccc3nc1n2CCc1ccccc1	-1	1.0	2	-3	4	1	0	0	1
O=C(CCN1C(=O)/C(=C/c2ccccc2F)SC1=S)Nc1ccccn1	10	0.8	-2	13	1	0.9	2	0	1
O=C(Nc1ccncc1)C1CCN(S(=O)(=O)c2cccc(C(F)(F)F)c2)CC1	-14	-0.6	-1	-12	0	1.1	-6	-14	1.1
COc1ccc(NC(=S)N2CCCN(Cc3cc(C)ccc3C)C2)cc1	-24	2.6	-4	-5	5	1.2	-2	-5	1.1
CC(C)CCSc1nc(N)c(C#N)cc1C#N	4	1.1	3	5	-4	0.96	-4	0	1
Cc1cc(C)c(Cn2c3ccccc3c3cnn(CC(=O)NCc4ccccn4)c(=O)c32)c(C)c1	5	-1.3	-5	-8	-3	0.95	-6	10	0.9
O=C(O/N=C/c1ccc(Cl)cc1)C1CCCCC1	5	0.1	4	2	-1	0.95	-7	-3	1
CN1C(=O)CSC1=S	4	0.6	1	-4	0	0.95	-6	2	0.98
O=[N+]([O-])c1ccc(NCCCNS(=O)(=O)c2ccccc2)cc1	8	1.7	1	-8	1	0.92	-6	20	0.8
COc1ccc(NC(=O)CCc2ccccc2)cc1S(=O)(=O)N1CCCCC1	-39	0.6	6	-11	4	1.4	-1	-14	1.1
Cc1ccc(Cn2c(C3CCCN3c3nc(C)cs3)nc3cc(C(=O)NCCCO)ccc32)cc1 (configuration not stated)	-4	0.5	3	-16	-5	1	-5	6	0.94
CC(C)[C@H]1C=C(C(=O)O)O[C@@H](OCc2ccc(CO)cc2)C1	2	-0.3	0	-1	-1	0.98	-3	-6	1.1
CC(=O)N/C(=C/c1ccc(OS(=O)(=O)c2ccc(C)cc2)cc1)C(=O)NCCO	3	0.1	-2	-4	2	0.97	-4	3	0.97
Cc1ccc(S[C@@H](CCN2CC[C@H](C)CCC2=O)c2ccccc2)cc1	-14	0.6	-9	14	-1	1.1	6	-3	1
CCCCc1nc(Cl)c(C#N)c2c1CCC2	-13	3.8	-3	9	0	1.1	0	-14	1.1
O=C(C[n+]1ccc(/C=C/c2ccccc2)cc1)c1ccc2c(c1)OCCO2	14	-4.7	-2	5	3	0.86	-8	-19	1.2
CSc1ccccc1NC(=O)c1ccc(C)o1	8	-0.7	-2	-2	-2	0.92	-6	8	0.92
Cc1nnc2sc(SCC(=O)Nc3ccc(Cl)cc3)nn2c1=O	25	0.3	1	0	0	0.75	-2	0	1
c1ccc(CCCCN2CCN=C2Nc2ccccc2)cc1	-8	0.3	-5	-14	0	1.1	-9	6	0.94
CC(C)CCNC(=O)COc1ccc(C(=O)c2ccccc2)cc1	-9	-0.1	-3	0	5	1.1	4	8	0.92
CCOC(=O)C(=O)N(Nc1ccccc1C)c1ccccc1C	6	0.2	2	-7	-2	0.94	-5	-4	1
COc1cc(/C=N/Nc2ccc(Cl)nn2)cc(OC)c1O	2	0.3	-4	-8	-5	0.98	-6	-12	1.1
Cc1ccc(C)c(NC(=O)CCC(=O)N2CCOc3ccccc32)c1	-4	-1.3	0	-5	-1	1	-1	15	0.85
O=S(=O)(c1ccc(Cl)cc1)N1CCN2CCCC2C1 (configuration not stated)	3	-0.4	1	4	-3	0.97	-8	-26	1.3
COc1ccc(C(=O)Nc2c(C)cc(C)cc2C)cc1OC	-2	0.1	0	6	-6	1	-1	-14	1.1
O=C(/C=C/c1ccccc1)NC(=S)Nc1ccc2c3c(cccc13)CC2	-2	2.7	-5	-10	-8	1	-11	3	0.97
CCN(CC)CC(C(=O)N(CC)CC)P(=O)(c1ccccc1)c1ccccc1 (configuration not stated)	6	-13	5	9	0	0.94	2	-15	1.2
Cc1ccc(OCCCC(=O)NNC(=O)c2ccncc2)cc1	4	-0.9	1	10	0	0.96	-9	-14	1.1
NC(=O)c1c(NC(=O)Cn2cnc([N+](=O)[O-])n2)sc2c1CCCC2	-11	-0.4	0	-2	-4	1.1	-7	0	1
O=S(=O)(c1ccc(Br)cc1)n1ccc2ccccc21	2	0.4	-6	-1	-6	0.98	-9	5	0.95
O=C(NCCOc1ccc2ccccc2c1)c1cncc(Br)c1	0	7.4	-2	-1	-2	1	-2	-11	1.1
CN(CC(=O)Nc1cccc(F)c1)C(=O)c1ccc(S(=O)(=O)N2CCCC2)cc1	-4	0.1	4	-2	-2	1	-9	16	0.83
Oc1cccc(Nc2nc(-c3ccccc3Cl)nc3ccccc23)c1	6	0.9	-4	-7	0	0.94	-4	2	0.98
CCn1c2ccccc2c2cc(/C=N/NC(=O)c3ccc(O)cc3)ccc21	-4	-2.9	0	1	0	1	-2	-5	1
Cc1cc(C)c2oc(=O)cc(CN3CCCCC3)c2c1	-7	0.0	-1	2	2	1.1	-7	15	0.85
CC1CCN(S(=O)(=O)N2CCCC(C(=O)NCc3ccccc3Cl)C2)CC1 (configuration not stated)	-4	0.6	-4	19	-1	1	-2	2	0.98
CCOC(=O)C1=C(C)N(CCCC(=O)O)C(=O)NC1c1ccc([N+](=O)[O-])cc1 (configuration not stated)	0	-0.7	0	3	-1	1	-11	-8	1.1
CC1CN(C(=O)COC(=O)COc2ccc(C#N)cc2)CC(C)O1 (configuration not stated)	5	-0.3	0	9	-2	0.95	-5	8	0.92
O=C(OCC(=O)N1CCCC1)c1ccc(Cl)c([N+](=O)[O-])c1	-4	-2.2	4	-5	0	1	-5	12	0.88
COc1cc(OC)c(S(=O)(=O)Nc2ccc(C)cn2)cc1NC(C)=O	-3	0.6	-2	-3	-2	1	-6	2	0.98
CC(C)(Oc1cccc2ccccc12)C(=O)O	-1	0.5	3	0	-2	1	-3	14	0.86
O=S(=O)(c1ccccc1)c1cnn2c(C(F)(F)F)cc(-c3ccc(F)cc3)nc12	-2	3.5	2	-1	-2	1	-7	-14	1.1

Arranged by SMILES length (lowest first): four of the compounds above
SMILES	mIAP inh	MPTP inh	beta cell repl	ATG4B inh	APOBEC3A inh	mIAP activ	A3G deaminase	hIAP inh	hIAP activ
Cc1cc(C)c2oc(=O)cc(CN3CCCCC3)c2c1	-7	0.0	-1	2	2	1.1	-7	15	0.85
Cc1ccc(OCCCC(=O)NNC(=O)c2ccncc2)cc1	4	-0.9	1	10	0	0.96	-9	-14	1.1
COc1cc(OC)c(S(=O)(=O)Nc2ccc(C)cn2)cc1NC(C)=O	-3	0.6	-2	-3	-2	1	-6	2	0.98
CCOC(=O)C1=C(C)N(CCCC(=O)O)C(=O)NC1c1ccc([N+](=O)[O-])cc1 (configuration not stated)	0	-0.7	0	3	-1	1	-11	-8	1.1

Next records.
SMILES	mIAP inh	MPTP inh	beta cell repl	ATG4B inh	APOBEC3A inh	mIAP activ	A3G deaminase	hIAP inh	hIAP activ
Cc1cc(OCC(=O)NC2CCCCC2)ccc1Cl	-1	-1.1	-3	-7	-2	1	-7	-3	1
CC1CCN(S(=O)(=O)c2ccc(N=NC3=C(O)CC(C)(C)CC3=O)cc2)CC1	-1	0.1	3	-6	5	1	-3	14	0.86
Cc1ccc(N2C(=O)N(CC(=O)Nc3ccc(C)c(C)c3)C(=O)C2C)cc1 (configuration not stated)	-2	1.0	-1	-2	1	1	-9	0	1
CC(=O)Nc1ccc(NC(=O)c2ccc(COc3ccc4c(C)cc(=O)oc4c3)cc2)cc1	-9	.	0	.	-4	1.1	-11	3	0.97
Cc1ccc(-n2nc3c(c2NC(=O)c2cccs2)CSC3)cc1	5	4.6	-2	32	0	0.95	0	-1	1
COc1ccc(/C=N/NC(=O)c2ccoc2C)cc1O	-11	4.1	-3	-9	-1	1.1	2	-2	1
CC(C)CC(=O)Nc1ccc(C(=O)Nc2cccc(O)c2)cc1	-2	-0.1	-3	-3	-3	1	-8	-2	1
COc1cc([C@@H]2c3cc4c(cc3[C@@H](O)[C@H]3COC(=O)[C@H]23)OCO4)cc(OC)c1O[Si](C)(C)C(C)(C)C	1	2.7	-9	-14	5	0.99	-1	-6	1.1
CC(C)(C)OC(=O)N[C@@H](Cc1c[nH]c2ccccc12)c1nnc(SCC(N)=O)o1	1	3.3	-2	2	-2	0.99	-2	3	0.97
COc1ccc(-c2cc(C(=O)NNC(=S)NC(=O)c3c(-c4ccccc4)noc3C)[nH]n2)cc1	9	9.4	-4	7	-4	0.91	-6	-84	1.8
Cc1ccc(S(=O)(=O)N(C)c2ccc(OCC(=O)OCc3c(C)noc3C)cc2)cc1	0	0.3	-2	-9	-6	1	-5	-26	1.3
COCCN(CC(=O)Nc1ccccc1C(F)(F)F)C(=O)/C=C/c1cc(Cl)c2c(c1)OCO2	1	-3.1	-2	-2	3	0.99	-5	-3	1
O=C(Nc1ccccc1)c1nc[nH]c1C(=O)N1CCc2ccccc2C1	3	-0.2	5	-3	-2	0.97	-7	-25	1.2
CC(=O)Nc1ccc(NC(=O)CCC(=O)Oc2ccc(C)cc2)cc1	4	0.4	3	1	3	0.96	3	4	0.96
CO/N=C/c1ccc(N2CCCC2)c([N+](=O)[O-])c1	0	3.0	-3	-7	10	1	7	28	0.72
